C2C12 statin = suppressors of simvastatin-induced myotoxicity in C2C12 myotubes; AID 602340; ATP luminescence, 48 h; scaled: DMSO 0, geranylgeraniol control 100; hit rate 0.78% among 330,000; rescue of ATP level, % at 7.49 µM;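 active = mean ATP rescue above about 67%, or every replicate alone reaching that limit, limit read from the data, passing the limit was not always enough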;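 also: myotubes were challenged with 10 µM simvastatin during compound exposure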
miR-122 sensor = blocks miR-122 activity in Huh7 sensor cells; Huh7 miR-122 Renilla luciferase sensor, 48 h; neutral wells = 0, positive control = 100; activation (reporter increase), % at 12.5 µM; hit rate 0.3% among 340,000; AID 602342;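 active = mean replicate activation score at least 90 and every replicate individually at or above 90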;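 also: higher luciferase means less miR-122 activity so hits act as miR-122 inhibitors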
PglD inh = inhibitors of Campylobacter jejuni PglD acetyltransferase; AID 602405; hit rate 0.098% among 360,000; inhibition, % at 12.5 µM; purified PglD enzyme, DTNB colorimetric CoA detection; in the data active = inhibition above about 16%, passing the limit was not always enough; also: strong numbers were not always called active
Cneo AK release = causes C. neoformans cell lysis. AID 651654. adenylate kinase release luminescence, 4 h; normalised: neutral wells 0, clomiphene wells 100. lysis activity, % at 15 µM. hit rate 0.2% among 360,000;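 active = mean lysis activity across replicates of at least 80%, whatever share of replicates individually reach that level; inactive = mean lysis activity below 80%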
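Assay system: log-phase C. neoformans yeast / Quantity: yeast cell density of 5 × 10^6 cells/mL / Medium: fresh YPD growth medium / Compound: single dose / Timing: static 4 h at 37 °C with compound, 1 h detection / Measured by: adenylate kinase release luminescence / Read-out: lysis from increased AK signal / Benchmarks: Clomiphene as positive lysis control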
F508del corr = CFTR F508del correction in bronchial cells. CFBE cells, YFP halide quenching; stimulated with forskolin plus potentiator P3; % fluorescence drop versus neutral controls. activity (quench increase), % at 7.58 µM. hit rate 0.36% among 350,000. AID 720511;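 active = mean added fluorescence quench of at least 8% versus neutral control, with both replicates also reaching 8%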;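 also: cells transiently co-express mutant CFTR-F508del with the halide-sensitive YFP; corrector assay measuring rescue of mutant channel to the surface after 24 h compound exposure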
FN deposit inh = fibronectin deposition inhibition; AH1F fibroblasts, Alexa488-fibronectin deposition fluorescence, overnight; inhibition, % at 12.6 µM; hit rate 0.086% among 350,000; AID 743247;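 active = mean inhibition across replicates of 30% or more, regardless of how many single replicates reach that level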;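 also: positive control wells lacked labelled fibronectin entirely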
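Measured by – fluorescence 485/525 nm · System – AH1F fibroblast monolayer, labelled fibronectin deposition · Amount – 10000 cells per well · Buffer or medium – serum-reduced DMEM (2% serum) · Doses – single dose, pinned · Also added – fluorescent fibronectin at 24 nM final · Schedule – 1 h cell attachment, overnight exposure to compound and label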
INS-1E GSIS act = GLuc luminescence reporter in INS-1E cells, primary screen for activators of glucose-dependent secretion of insulin; INS-1E GLuc reporter insulin secretion, 2-3 h; activation, % at 16.6 µM; hit rate 0.61% among 370,000;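 active = lowest replicate activation of at least 40%, so every replicate reaches that level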;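 also: 0% = median of neutral control wells and 100% = median of IBMX positive control wells; some compounds called inactive have numbers as strong as hits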
PGC1a acetyl inh = PGC1a acetylation modulation, inhibitor mode; U2OS PGC1a acetylation, AlphaScreen anti-acetyl-lysine; with virally co-expressed GCN5 acetyltransferase; inhibition, % at 15.6 µM; hit rate 0.17% among 350,000; AID 651687;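 active = every replicate shows inhibition of at least 40%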;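 also: 0% = neutral control wells and 100% = positive control wells; some results beyond the cut were filed as inactive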
The depositor's hits bear a star; [ ] = remark or other dose.

`CCCCCOc1ccc(C(=O)OCC(=O)Nc2cc(C)on2)cc1` gave C2C12 statin 10, miR-122 sensor -5, PglD inh -2, Cneo AK release 0, F508del corr -0.8, FN deposit inh -4 and INS-1E GSIS act 13.
For C[C@@H]1CN([C@H](C)CO)C(=O)Cc2cc(NC(=O)Cn3cnnn3)ccc2O[C@H]1CN(C)Cc1ccncc1 the results were C2C12 statin -3, miR-122 sensor 0[16.7 µM], PglD inh -2, Cneo AK release 1, F508del corr -1.5, INS-1E GSIS act 3 and PGC1a acetyl inh 8.
`C[C@H]1CN([C@@H](C)CO)C(=O)Cc2cc(NS(C)(=O)=O)ccc2O[C@@H]1CN(C)S(=O)(=O)c1ccccc1` gave C2C12 statin 15, miR-122 sensor -7[16.7 µM], PglD inh 0, Cneo AK release 5, F508del corr -0.9, FN deposit inh -3, INS-1E GSIS act -9 and PGC1a acetyl inh -4.
For COCCCn1c(C)cc(C(=O)CN2c3cccc4cccc(c34)S2(=O)=O)c1C the results were C2C12 statin 1, PglD inh -4, Cneo AK release -2, F508del corr 0.8, FN deposit inh 5 and INS-1E GSIS act -13.
Screening COCc1nc(-c2ccc(-c3ccccc3)nc2OC)no1 returned C2C12 statin -8, miR-122 sensor -1, PglD inh 0, Cneo AK release -11, FN deposit inh 2 and PGC1a acetyl inh -5.
`CN(C1CCCCC1)S(=O)(=O)c1ccc2c(c1)c(=O)c(C(=O)N1CCc3ccccc3C1)cn2C` gave C2C12 statin 19, miR-122 sensor -1, PglD inh 1, Cneo AK release 4, F508del corr 0.0, INS-1E GSIS act 3 and PGC1a acetyl inh -19.
Screening O=C(c1cc2ncc(Br)cn2n1)N1CCOCC1 returned C2C12 statin 59, miR-122 sensor -3, PglD inh -1, Cneo AK release -2, F508del corr -2.9, INS-1E GSIS act 12 and PGC1a acetyl inh 9.
For CN(c1ccccc1C(=O)O)S(=O)(=O)c1ccc2[nH]c(=O)[nH]c2c1 the results were C2C12 statin 5, miR-122 sensor 10, PglD inh 2, Cneo AK release -1, F508del corr 2.0, FN deposit inh -1, INS-1E GSIS act -3 and PGC1a acetyl inh -9.
Screening O=c1cc(C(F)(F)F)[nH]c2ccc(OC(F)(F)F)cc12 returned miR-122 sensor -3, PglD inh -1, Cneo AK release -4, F508del corr -1.6, FN deposit inh 1 and PGC1a acetyl inh 3.
`O=C(NCc1cccc(F)c1)c1cccc2c1C(=O)c1ccc(N3CCC(Cc4ccccc4)CC3)cc1S2(=O)=O` gave C2C12 statin 14, miR-122 sensor 3, PglD inh -5, Cneo AK release 2 and PGC1a acetyl inh 3.
`COc1ccc(NC(=O)CSc2nnc(Cc3cccn3C)n2CCc2ccccc2)c(OC)c1` gave C2C12 statin -2, miR-122 sensor -3, PglD inh -1, Cneo AK release 1, F508del corr -0.9 and PGC1a acetyl inh 4.
For C[C@@H]1CN([C@H](C)CO)C(=O)c2cccc(NC(=O)Nc3cccc4ccccc34)c2O[C@H]1CN(C)C(=O)Nc1ccc(C(F)(F)F)cc1 the results were C2C12 statin -26, miR-122 sensor -11[16.7 µM], PglD inh 1, Cneo AK release -1, F508del corr 1.4, INS-1E GSIS act 3 and PGC1a acetyl inh -5.
Screening Cc1ccccc1Nc1ncnc2c1cnn2C returned C2C12 statin -9, miR-122 sensor -5, PglD inh 1, Cneo AK release -1, F508del corr -0.8, FN deposit inh 2, INS-1E GSIS act 18 and PGC1a acetyl inh 3.
For CN(C)/C=C1/N=C(c2ccccc2)OC1=O the results were C2C12 statin -6, miR-122 sensor -7, PglD inh -2, Cneo AK release 0, INS-1E GSIS act 2 and PGC1a acetyl inh 5.
For CCOc1ccc(N/C=C/C(=O)c2ccc(OC)cc2)c([N+](=O)[O-])c1 the results were C2C12 statin -1, miR-122 sensor -3, PglD inh -2, Cneo AK release 7, FN deposit inh -7 and PGC1a acetyl inh -7.
O=C(NC1CCCCCC1)C1C2C=CC3(CN(Cc4cccnc4)C(=O)C13)O2 (stereo unspecified) was read as C2C12 statin -11, miR-122 sensor -6, PglD inh -2, Cneo AK release 1, F508del corr 1.0 and PGC1a acetyl inh 5.
Screening CSc1nc(Nc2ccc(Cl)cc2)c(C#N)c(=O)[nH]1 returned C2C12 statin 4, miR-122 sensor -6, PglD inh 1, Cneo AK release 9, F508del corr -0.9, FN deposit inh 1, INS-1E GSIS act 25 and PGC1a acetyl inh -1.
Cn1nnnc1SCc1nnc(-c2ccccc2Br)o1 was read as C2C12 statin 31, miR-122 sensor 2, PglD inh 6, Cneo AK release -2, INS-1E GSIS act 4 and PGC1a acetyl inh -1.
C[C@H](NC(=O)C[C@H]1C[C@@H]2c3cc(NC(=O)CN(C)C)ccc3O[C@@H]2[C@@H](CO)O1)c1ccccc1 was read as C2C12 statin -1, miR-122 sensor -4[16.7 µM], PglD inh 1, Cneo AK release 3, F508del corr 0.5, FN deposit inh -4, INS-1E GSIS act 7 and PGC1a acetyl inh -5.
For Cc1cccc(C(=O)Nc2ncc(CN3CCOCC3)s2)c1 the results were C2C12 statin 8, miR-122 sensor -1, PglD inh 4, Cneo AK release 6, F508del corr -0.6, INS-1E GSIS act 11 and PGC1a acetyl inh -7.
`Cc1ccccc1NC(=O)c1nnn(-c2ccc3c(c2)OCCO3)c1N` gave miR-122 sensor -2, PglD inh -4, Cneo AK release -2, F508del corr 1.1, FN deposit inh -3, INS-1E GSIS act 1 and PGC1a acetyl inh 2.
For COc1cc(/C=N/NC(=O)c2cc3c(ccc4ccccc43)o2)cc(OC)c1O the results were C2C12 statin -14, miR-122 sensor -10, PglD inh 1, Cneo AK release -4, F508del corr -1.1, FN deposit inh 17, INS-1E GSIS act 11 and PGC1a acetyl inh -16.
For CCn1cc(CN2CCC(n3nccc3NC(=O)Cc3ccccc3)CC2)c(C)n1 the results were C2C12 statin -1, PglD inh 0, Cneo AK release 2, F508del corr -4.8, FN deposit inh 5, INS-1E GSIS act 39 and PGC1a acetyl inh 5.
Screening CC(C)(C)NC(=O)NC(=O)COC(=O)C1CCN(S(=O)(=O)c2cccs2)CC1 returned C2C12 statin 3, miR-122 sensor -4, PglD inh -3, Cneo AK release 0, F508del corr 2.5, FN deposit inh -2, INS-1E GSIS act 6 and PGC1a acetyl inh -7.
COc1ccc2oc(C(=O)OCC(=O)N3CCCCC3C)c(C)c2c1 (stereo unspecified) was read as C2C12 statin 3, PglD inh -2, Cneo AK release -1, F508del corr -2.1, FN deposit inh 0, INS-1E GSIS act 4 and PGC1a acetyl inh 7.
For O=C(C1CCOCC1)N1CC(=O)N2[C@H](CO)[C@@H](c3ccc(C#CC4CCCC4)cc3)[C@@H]2C1 the results were F508del corr 1.6, FN deposit inh -5, INS-1E GSIS act 12 and PGC1a acetyl inh -5.
For Cc1ccc(S(=O)(=O)c2nnn3c2nc(NCCCN2CCCC2=O)c2ccccc23)cc1C the results were C2C12 statin -59, miR-122 sensor 11, PglD inh -2, Cneo AK release 2, F508del corr -2.1, FN deposit inh 1, INS-1E GSIS act 4 and PGC1a acetyl inh 12.
For Cc1noc(C)c1S(=O)(=O)N(C)C[C@@H]1Oc2c(NS(=O)(=O)c3cn(C)cn3)cccc2C(=O)N([C@H](C)CO)C[C@@H]1C the results were C2C12 statin 11, miR-122 sensor -6[16.7 µM], PglD inh -4, Cneo AK release -3, F508del corr -3.3, FN deposit inh -1, INS-1E GSIS act -1 and PGC1a acetyl inh 6.
NC(=O)c1ccc(C(F)(F)F)n(Cc2ccc(Cl)cc2)c1=O was read as C2C12 statin 29, miR-122 sensor -3, PglD inh -5, Cneo AK release 1 and PGC1a acetyl inh 6.
COc1ccc(S(=O)(=O)Nc2cccc3c2O[C@@H](CN(C)Cc2ccc(C(F)(F)F)cc2)[C@@H](C)CN([C@H](C)CO)C3=O)cc1 was read as miR-122 sensor 37[16.7 µM], PglD inh 2, Cneo AK release -1, F508del corr -2.8, FN deposit inh -4, INS-1E GSIS act -20 and PGC1a acetyl inh 2.
For CC1CN(c2nc3c(c(=O)[nH]c(=O)n3C)n2Cc2ccccc2F)CC(C)O1 (stereo unspecified) the results were C2C12 statin 5, miR-122 sensor -6, PglD inh 2, Cneo AK release -4, FN deposit inh 10 and PGC1a acetyl inh -6.
Screening Cc1ccc(C(=O)N2N=C(c3ccc(NS(C)(=O)=O)cc3)CC2c2cccs2)cc1 (stereo unspecified) returned C2C12 statin 4, miR-122 sensor -4, PglD inh -9, Cneo AK release 0, F508del corr -2.0, FN deposit inh 8, INS-1E GSIS act 5 and PGC1a acetyl inh -5.
For COCCNC(=O)C1(C)CCCN(Cc2cn(C)c3ccccc23)C1 (stereo unspecified) the results were C2C12 statin -3, miR-122 sensor 1, PglD inh 3, Cneo AK release 0, F508del corr -2.9, FN deposit inh -5 and INS-1E GSIS act 3.
Screening Cc1ccc(N2CCN(c3ccc(C)cc3)C2c2ccncc2)cc1 returned C2C12 statin 3, miR-122 sensor -9, PglD inh 1, Cneo AK release -1 and PGC1a acetyl inh 4.
`Cc1ccc(C(=O)ON=C2CCN(S(=O)(=O)c3ccccc3)CC2)cc1` gave C2C12 statin -2, miR-122 sensor -1, PglD inh -1, Cneo AK release -2, FN deposit inh 3 and PGC1a acetyl inh 12.
Screening CCCN1C(=O)S/C(=C\c2ccc(N3CCOCC3)o2)C1=O returned C2C12 statin 6, miR-122 sensor -2, F508del corr -0.6, INS-1E GSIS act -1 and PGC1a acetyl inh -6.
Screening COc1ccc(CCN(C)Cc2ccc(C(=O)Nc3ccccc3)cc2)cc1OC returned C2C12 statin 1, miR-122 sensor -3, PglD inh -15, Cneo AK release -7, F508del corr -2.1, FN deposit inh 8, INS-1E GSIS act -3 and PGC1a acetyl inh -2.
For CNc1cnc(-c2cc(OC)c(OC)c(OC)c2)cn1 the results were C2C12 statin -3, miR-122 sensor 4, PglD inh -3, Cneo AK release -2, F508del corr 0.6, INS-1E GSIS act 3 and PGC1a acetyl inh 5.
For O=C(N/N=C/c1oc(O)c2ccccc12)c1ccccc1O the results were C2C12 statin -2, miR-122 sensor -3, PglD inh -2, Cneo AK release 0, F508del corr -1.3, FN deposit inh 5, INS-1E GSIS act -9 and PGC1a acetyl inh 2.
For O=C(NNc1ccc([N+](=O)[O-])cc1)C12CC3CC(CC(C3)C1)C2 the results were C2C12 statin -18, miR-122 sensor 9, PglD inh -3, Cneo AK release 0, FN deposit inh -1, INS-1E GSIS act -11 and PGC1a acetyl inh -12.
For C[C@@H]1CN([C@@H](C)CO)C(=O)c2cc(NS(=O)(=O)c3cccs3)ccc2O[C@@H](C)CCCCO[C@@H]1CN(C)C(=O)Nc1ccc2c(c1)OCO2 the results were C2C12 statin -50, miR-122 sensor 3[16.7 µM], PglD inh -1, Cneo AK release 1, F508del corr 1.4, INS-1E GSIS act -4 and PGC1a acetyl inh -5.
`COc1ccc(N2CCN(Cc3nc(Cc4cccc(F)c4)no3)C(C)C2)cc1` (stereo unspecified) gave C2C12 statin -15, miR-122 sensor -5, PglD inh 1, Cneo AK release -4, F508del corr -1.8, FN deposit inh 1 and INS-1E GSIS act -2.
